Screens: PubChem, several laboratories
CHT allo act – CHT positive allosteric modulators, primary screen, cell-based, membrane potential dye, choline EC20. High affinity choline transporter 1 (Homo sapiens), Q9GZV3. CHT-expressing cells; hits give high values; LV-AA mutant CHT in HEK293 cells. B-score at 10 µM. actives 0.49% (n = 310,000);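 active = initial fluorescence not abnormally high and integrated response B-score, plate-corrected, over 3 SD above library mean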
Target sequence (Q9GZV3 whole entry, looked up): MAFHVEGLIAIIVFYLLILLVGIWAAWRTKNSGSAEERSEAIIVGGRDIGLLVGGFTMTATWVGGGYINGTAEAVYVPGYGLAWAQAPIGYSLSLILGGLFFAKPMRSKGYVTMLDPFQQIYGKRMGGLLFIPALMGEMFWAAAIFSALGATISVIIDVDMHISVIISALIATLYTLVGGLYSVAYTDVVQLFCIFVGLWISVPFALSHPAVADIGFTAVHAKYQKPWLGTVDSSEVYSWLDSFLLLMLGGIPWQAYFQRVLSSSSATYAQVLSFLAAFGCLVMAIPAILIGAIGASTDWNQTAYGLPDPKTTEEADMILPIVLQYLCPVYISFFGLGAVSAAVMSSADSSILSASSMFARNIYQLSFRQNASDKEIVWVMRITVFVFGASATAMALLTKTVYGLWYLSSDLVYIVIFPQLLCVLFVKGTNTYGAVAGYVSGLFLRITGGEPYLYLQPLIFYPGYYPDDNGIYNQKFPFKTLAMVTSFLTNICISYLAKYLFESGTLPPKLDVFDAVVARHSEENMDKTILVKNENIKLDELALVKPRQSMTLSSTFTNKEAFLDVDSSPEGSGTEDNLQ
OX1R antag – OX1R (HCRTR1) antagonists, primary screen, fluorescence, CHO/OX1R cells, Fluo-8 calcium, orexin A; inhibition, % at 5 µM; Fluo-8 calcium fluorescence; actives 0.43% (n = 330,000);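 active = inhibition above its plate's threshold, mean inhibition of all tested compounds on the plate plus 3 SD, cut at about 37% in these data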;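 note: 0% = orexin A challenge wells and 100% = SB-334867-A antagonist wells; not every result past the cut was called active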
Target sequence (O43613 whole entry, looked up): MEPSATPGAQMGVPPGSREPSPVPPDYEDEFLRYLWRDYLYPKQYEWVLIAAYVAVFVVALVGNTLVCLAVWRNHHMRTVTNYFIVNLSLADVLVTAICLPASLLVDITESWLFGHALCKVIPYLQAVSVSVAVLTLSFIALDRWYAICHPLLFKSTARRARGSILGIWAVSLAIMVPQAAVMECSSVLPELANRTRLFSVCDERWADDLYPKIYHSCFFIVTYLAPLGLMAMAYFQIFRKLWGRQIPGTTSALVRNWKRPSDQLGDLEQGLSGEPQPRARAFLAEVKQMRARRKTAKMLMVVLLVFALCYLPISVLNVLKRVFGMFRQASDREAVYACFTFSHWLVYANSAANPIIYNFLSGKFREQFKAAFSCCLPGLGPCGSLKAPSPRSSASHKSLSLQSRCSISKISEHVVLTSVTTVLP
The depositor's hits bear a star; i = inactive; / = not tested or not shown.

A first look:
SMILES	CHT allo act	OX1R antag
CCCNC(=O)C1(CC2CC(c3ccccc3)=NO2)CCN(C(=O)Cc2ccc(F)cc2)CC1 (configuration not stated)	i	-50
CC(=NNC(=O)c1cccs1)c1ccc2c(c1)OCCO2	/	-10
CCOC(=O)C1(C(C)(C)CC)CC(CSc2nc3ccccc3[nH]2)OC1=O (configuration not stated)	i	22
CCOC(=O)CNC(=O)C(CC(C)C)NC(=O)C1CCCCC1 (configuration not stated)	i	-16
COc1cc(NS(=O)(=O)c2ccc(NC(=O)Cc3ccccc3)cc2)nc(OC)n1	i	-17
Cc1cccc(NC(=O)c2ccc(S(=O)(=O)N3CCOCC3)cc2)c1C	i	-9

Results, from the first entry:
SMILES	CHT allo act	OX1R antag
CCCNC(=O)C1(CC2CC(c3ccccc3)=NO2)CCN(C(=O)Cc2ccc(F)cc2)CC1 (configuration not stated)	i	-50
CC(=NNC(=O)c1cccs1)c1ccc2c(c1)OCCO2	/	-10
CCOC(=O)C1(C(C)(C)CC)CC(CSc2nc3ccccc3[nH]2)OC1=O (configuration not stated)	i	22
CCOC(=O)CNC(=O)C(CC(C)C)NC(=O)C1CCCCC1 (configuration not stated)	i	-16
COc1cc(NS(=O)(=O)c2ccc(NC(=O)Cc3ccccc3)cc2)nc(OC)n1	i	-17
Cc1cccc(NC(=O)c2ccc(S(=O)(=O)N3CCOCC3)cc2)c1C	i	-9
CCOc1ccc(N2CC(C(=O)Nc3cc(S(=O)(=O)N4CCCCC4)ccc3C)CC2=O)cc1 (configuration not stated)	/	-13
COc1ccc(-c2nn(-c3ccccc3)cc2C(=O)N(C)CC(=O)Nc2cccc(F)c2)cc1	/	-9
Cn1nc(C(C)(C)C)c([N+](=O)[O-])c1C(=O)NC1CCCCC1	i	-8
CCC(C)[C@H](NC(=O)C1CC(=O)N(c2ccc(OC)cc2)C1)C(=O)N1CCCCC1 (some centres not stated)	i	-13
CCc1nc(N2CCN(CC(=O)NCC3CCCO3)CC2)c(C#N)c2c1COC(C)(C)C2 (configuration not stated)	i	-21
O=[N+]([O-])c1cccc(/C=N/n2c(-c3cccnc3)n[nH]c2=S)c1	i	-22
Cc1cc(C)n(-c2ccc(NC(=O)C3CCCCN3C(=O)c3cccs3)cc2)n1 (configuration not stated)	i	-28
O=C1c2ccccc2C(=O)N1CCCCCc1nc(-c2ccccc2)no1	i	27
COc1ccc(CNC(=O)C(c2ccc(C)o2)N(C(=O)c2csnn2)c2ccc(C(C)C)cc2)cc1 (configuration not stated)	i	-7
CCN(CC)c1nc2ccccc2n(Cc2cccc(OC)c2)c1=O	i	-46
O=C(Nc1cc(S(=O)(=O)N2CCCCCC2)ccc1OCC(F)(F)F)c1cnccn1	/	-18
COc1ccc(CNC2CCCc3ccccc32)cc1OC (configuration not stated)	i	-30
COc1ccc2oc(C(=O)NCC3CCCO3)c(C)c2c1 (configuration not stated)	i	-14
COc1ccc(NC(=S)N2CCCC(c3nc4ccc(C)cc4[nH]3)C2)cc1 (configuration not stated)	i	-3
COc1cc(NC(=O)COC(=O)CCCC2=NS(=O)(=O)c3ccccc3N2)cc(OC)c1	i	-20
CC1=CC2=NC(=O)/C(=C\c3cc(C)n(-c4ccccc4F)c3C)C(=N)N2O1	i	-24
O=C(OCn1nnc2ccccc2c1=O)C1CCN(S(=O)(=O)c2cccs2)CC1	i	-17
Cn1nc(C(F)(F)F)c(-c2ccccc2)c1NC(=O)c1cccnc1	i	-24
CCCCc1nc(SCC(=O)N2CCCC2)c2c(=O)n(C)c(=O)n(C)c2n1	i	-20
Cc1c(O)c(S(=O)(=O)c2ccccc2)c(=O)n(-c2ccccc2)c1-c1ccccc1	i	4
Cc1cc(=O)oc2ccc(OCC(=O)N3CCC(C)CC3)cc12	i	-15
O=C(CCC(=O)NCCCc1ccccc1)NCCCc1ccccc1	i	-20
COc1ccccc1CCC(=O)OCC(=O)N1c2ccccc2NC(=O)C1(C)C	/	-5
COc1ccccc1CNC(=O)C1CC(c2ccccc2[N+](=O)[O-])=NO1 (configuration not stated)	i	-12
CCC(C)(C)C1CCc2[nH]nc(C(=O)NCCCNC(=O)OC(C)(C)C)c2C1 (configuration not stated)	i	-15
Cc1cc(C)n(C(=O)c2ccc([N+](=O)[O-])cc2[N+](=O)[O-])n1	i	-8
CC(C)Cn1c(N)c(C(=O)COC(=O)CCNS(=O)(=O)c2ccccc2)c(=O)n(C)c1=O	i	-10
CC(CC(=O)N(C)CC(=O)Nc1ccc(N2CCOCC2)cc1)c1ccccc1 (configuration not stated)	i	-13
COC(=O)C1=C(CSc2nccn2C)NC(=O)NC1c1cc(C)ccc1C (configuration not stated)	i	-14
CCOC(=O)/C=C1\NC(=O)C(C)S1 (configuration not stated)	i	-10
COc1ccc(Br)cc1/C=C/c1ccc2cccc(O)c2n1	i	-34
COC(=O)C(NC(=O)c1ccccc1)=C1C=C(C)OC(C)=C1	i	-3
Cc1cc(C)cc(OCCCOc2cccc3cccnc23)c1	i	-7
O=C(O)c1[nH]c2ccccc2c1C(c1ccccc1)c1c(C(=O)O)[nH]c2ccccc12	i	-13
O=S(=O)(Nc1ccc(-n2cnnn2)cc1)c1ccc(Cl)s1	/	14
O=C(COC(=O)/C=C/c1cccc(F)c1)Nc1ccc(Cl)cn1	i	-7
O=C(Nc1cccc(Br)c1)c1ccccc1-c1ccccc1	i	-14
CCOc1ccc(NC(=O)c2ccccc2NC(=O)CN(C)CC(=O)Nc2ccc(C)cc2)cc1	i	-14
CC12CCC(C(=O)N(NC(=O)c3cccnc3)C1=O)C2(C)C (configuration not stated)	i	-4
CC(NC(=O)COc1ccccc1)C(=O)N1CCN(c2ccc(F)cc2)CC1 (configuration not stated)	/	-16
Cc1ccc2oc(=O)c3cnn(CC(=O)Nc4ccccc4N4CCN(C)CC4)c3c2c1	i	-45
CCOC(=O)C1=C(c2ccccc2)Nc2ncnn2C1c1cccc(O)c1 (configuration not stated)	i	-17
Cc1cc(C)n(-c2ccc(C(=O)O)cc2)n1	i	-15
CCCCCCCCCCCCS[C@H]1CS(=O)(=O)C[C@@H]1O	i	-5
O=C(c1ccc(C(F)(F)F)cc1)N1CCCCC1	i	-2
CCNS(=O)(=O)c1ccc(NC(=O)CC(C)c2ccccc2)cc1 (configuration not stated)	i	-17
CCOC(=O)CC1C(=O)NCCN1C(=O)c1ccc(Cl)cc1Cl (configuration not stated)	i	-9
O=C(N/N=C\c1cccc(OC(=O)c2ccco2)c1)c1ccc2c(c1)OCO2	i	-9
COc1ccc(NC(=O)C(Cc2ccccc2)NC(=O)c2ccco2)cc1OC (configuration not stated)	i	-26
c1ccc(-c2cc3c(nn2)CCc2nonc2-3)cc1	i	-19
COc1ccc(C(=O)Nc2cc(OC)cc(OC)c2)cc1	i	-16
O=C(Oc1ccc(OC(=O)N2CCCCC2)cc1)N1CCCCC1	i	-7
CSCC[C@H](NC(=O)Nc1cccc(Br)c1)C(=O)O	i	-4
O=C1NC[C@@H](Cc2cccc3ccccc23)N(CCCCC2CCCCC2)C1=O	i	-42
Carrying on.
SMILES	CHT allo act	OX1R antag
COc1ccc(-n2c(SCC(=O)NCC3CCCO3)nc3c(c2=O)SC(C)C3)cc1 (configuration not stated)	i	-8
Cc1ccc(C(=O)NC(=S)Nc2ccccc2C(F)(F)F)c(C)c1	i	-26
CC(C)[C@@H](C(=O)NCC1CCC(C(=O)O)CC1)n1nnc2ccccc2c1=O (some centres not stated)	i	-21
CC(C)NC(=O)CCc1nnc(Cc2cccc(C(F)(F)F)c2)o1	i	-27
COc1ccc(COC(=O)C2CC(=O)N(Cc3ccc(C)cc3)C2)cc1 (configuration not stated)	i	-18
COc1ccccc1C(=O)Oc1cc(N)n(S(=O)(=O)c2ccccc2)n1	i	-19
O=C(NCc1ccco1)c1cc2sccc2n1Cc1ccc(F)cc1	i	5
Cc1nn(C(=O)N2CCOCC2)c(C)c1CN1C(=O)c2ccccc2C1=O	i	2
COc1ccc(C(=O)N/C(=C\c2cn(S(=O)(=O)N(C)C)c3ccccc23)C(=O)NC(C)C)cc1	i	-28
Oc1ccc(-c2nnc(Nc3cccc(O)c3)c3ccccc23)cc1	i	2
CCn1ccc(C(=O)Nc2ccc3c(c2)CCC3)n1	i	3
COc1ccccc1NC(=O)Cn1nc(-c2ccc3c(c2)OCCO3)ccc1=O	i	-5
Cc1cccc(C(=O)Nc2ccc(S(=O)(=O)N3CCOCC3)cc2)c1[N+](=O)[O-]	i	-8
COc1ccc(-c2noc(CCC(=O)N3CCN(c4cccc(OC)c4)CC3)n2)cc1	/	-22
O=C(O)CCCCCN1C(=O)C(O)=C(C(=O)/C=C/c2ccccc2)C1c1ccccc1[N+](=O)[O-] (configuration not stated)	i	-9
Cc1cc(O)ccc1Nc1nc(-c2cccnc2)cs1	i	/
COc1cc(Cl)c(S(=O)(=O)NCCCN2CCOCC2)cc1Cl	i	-13
Cc1ccc(C(=O)Cn2c(-c3ccccc3)noc2=O)cc1	i	-3
Cc1noc(C)c1COc1ccccc1C(=O)N1CCN(c2cccc(Cl)c2)CC1	/	-14
CC(=O)Nc1nonc1-c1nc2ccccc2n1CCC#N	i	2
CNC(=S)Nc1cc(OC)c(NC(=O)c2ccco2)cc1OC	i	-22
CCOc1ccc2nc(NCCNC(=O)c3cc(OC)c(OC)c(OC)c3)c(C#N)cc2c1	i	-2
O=C(CNC(=O)c1ccccn1)N/N=C/c1ccc2c(c1)OCO2	i	2
CCOC(=O)[C@@H]1[C@H]2COc3ccccc3[C@H]2N2C(=O)N(c3cccc(F)c3)C(=O)[C@]12C	i	-28
COc1ccc(CN2CCN(C(=O)CN3C(=O)C4C5C=CC(C5)C4C3=O)CC2)c(OC)c1OC (configuration not stated)	i	-9
COc1ccc(/C=N/N=C2/NC(=O)C(c3ccccc3)(c3ccccc3)S2)cc1	i	-16
Cc1ccc(S(=O)(=O)Nc2cccc(C(=O)N3CCOCC3)c2)c(C)c1NS(C)(=O)=O	i	-5
COc1ccc2c(c1)cc(C(=O)N[C@@H](CCSC)C(=O)N1CCC(C(=O)O)CC1)n2C	i	4
CCN(CC)C(=O)c1cccc(NC(=O)CC23CC4CC(CC(C4)C2)C3)c1	i	-25
COC(=O)CCc1c(C)c(C(=O)c2ccc(F)cc2)c2ccccn12	i	-25

Compound profiles, as listed above.
Profile of CCCNC(=O)C1(CC2CC(c3ccccc3)=NO2)CCN(C(=O)Cc2ccc(F)cc2)CC1 (configuration not stated) → CHT allo act: i; OX1R antag: -50
Profile of COc1ccc(-n2c(SCC(=O)NCC3CCCO3)nc3c(c2=O)SC(C)C3)cc1 (configuration not stated) → CHT allo act: i; OX1R antag: -8

5 successive entries out of the list so far, for reference:
SMILES	CHT allo act	OX1R antag
Cc1noc(C)c1COc1ccccc1C(=O)N1CCN(c2cccc(Cl)c2)CC1	/	-14
CC(=O)Nc1nonc1-c1nc2ccccc2n1CCC#N	i	2
CNC(=S)Nc1cc(OC)c(NC(=O)c2ccco2)cc1OC	i	-22
CCOc1ccc2nc(NCCNC(=O)c3cc(OC)c(OC)c(OC)c3)c(C#N)cc2c1	i	-2
O=C(CNC(=O)c1ccccn1)N/N=C/c1ccc2c(c1)OCO2	i	2

Additional structures:
SMILES	CHT allo act	OX1R antag
Cc1cnc(NC(=O)C2COc3ccccc3O2)s1 (configuration not stated)	i	-9
CCCCNC(=O)NC1(C(F)(F)F)Oc2ccccc2O1	i	8
Cc1csc(Nc2ccccc2)[n+]1C	i	-9
Cc1cccc(NNC(=O)c2c(F)cccc2Cl)c1	i	-23
O=C1C2C3C=CC(C3)C2C(=O)N1/N=C/c1cn(Cc2ccccc2)c2ccccc12 (configuration not stated)	i	-17
CC(=O)N1CCN=C1SCc1ccccc1	i	-7
CCCCOC(=O)N1CCOCCOCCOCCOCC1	i	-26
CCCCn1c(N)c(N(C)C(=O)c2ccccc2Oc2ccccc2)c(=O)[nH]c1=O	/	-28
Cc1ccc(N2CCN(CC(O)COc3cccc4ccccc34)CC2)cc1 (configuration not stated)	i	-45
COc1cccc(CNC(=O)c2cc3c(cc2Cl)N2CCCCCC2=NS3(=O)=O)c1	i	-25
Cc1cccc(CSc2[nH]c(=O)ncc2C)c1	i	-7
Cn1c(=O)n(C)c2cc([N+](=O)[O-])c(N3CCN(CCO)CC3)cc21	9.3*	-11
Cc1c(Br)c([N+](=O)[O-])nn1CC(=O)N(C)Cc1ccccc1	i	-21
CCOc1ncccc1C(=O)Nc1ccccc1C(=O)NCc1ccc2c(c1)OCO2	i	-32
CCCCN(C(=O)c1ccc(OC(F)(F)F)cc1)c1c(N)n(CCC)c(=O)[nH]c1=O	i	-12
COc1ccccc1C(=O)NC(=O)COC(=O)c1ccco1	i	-13
CCOC(=O)CNC(=O)Cn1cnc2c(nnn2-c2ccccc2)c1=O	i	-16
NS(=O)(=O)OCCCc1ccccc1	i	7
O=C(Nc1cccc(Cl)c1)C1=Cc2cc(Cl)ccc2OC1	i	7
COc1ncccc1-c1nnn(-c2ccccc2)n1	i	-7
CCc1cc(=O)oc2cc(C)cc(OC(C)C(=O)NCC(O)c3ccccc3)c12 (configuration not stated)	i	-18
Cc1c(Cl)cccc1NC(=O)COC(=O)Cn1cnc2c1c(=O)n(C)c(=O)n2C	/	-10
Cc1c(Cl)cccc1NC(=O)CN1CCN(CCO)CC1	i	-1
Cc1ccc(C2(C)NC(=O)N(CC(=O)Nc3cccnc3Cl)C2=O)cc1 (configuration not stated)	i	9
Cc1cccc(CN2C(=O)[C@@H]3Cc4c([nH]c5ccccc45)C(C)(C)N3C2=O)c1	i	-30
COc1c(C)cccc1C(=O)NC(=S)Nc1ccccc1N1CCCC1	i	-58
COc1ccc(/C=C/C(=O)NCCCc2ccccc2)cc1	6.6*	-3
CCC(O)CNC(=O)CCc1nnc(C2(c3ccc(Cl)cc3)CCC2)o1 (configuration not stated)	i	-3
COc1ccc(CCNS(=O)(=O)c2cccc([N+](=O)[O-])c2)cc1	i	-7
Cc1ccccc1/C=C/C(=O)c1ccc([N+](=O)[O-])o1	i	-21
